mec2-1: NCI yeast anticancer drug screen, S. cerevisiae mec2-1 strain | growth inhibition, % at 50 µM | 79,000 tested, 9% active;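 also: 0% = growth of vehicle-only cultures of the same strain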
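Mutant yeast (mec2-1) grown with compound; growth inhibition relative to vehicle control reported.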
yeast mlh1 rad18: NCI yeast anticancer drug screen, S. cerevisiae mlh1 rad18 strain; % growth inhibition at 50 µM; 79,000 tested, 11% active;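 also: 0% = growth of vehicle-only cultures of the same strain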
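Yeast w/ defined DNA-repair lesions; compound exposure; growth vs vehicle controls → % inhibition.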
rad50: NCI yeast anticancer drug screen, S. cerevisiae rad50 strain; 79,000 tested, 10% active; % growth inhibition at 50 µM;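 also: 0% = growth of vehicle-only cultures of the same strain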
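Relative growth inhibition (compound vs vehicle) was measured in yeast with a defined repair-gene alteration.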
yeast sgs1 mgt1: NCI yeast anticancer drug screen, S. cerevisiae sgs1 mgt1 strain | growth inhibition, % at 50 µM | 78,000 tested, 10% active | AID 161;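 also: 0% = growth of vehicle-only cultures of the same strain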
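Compounds are added to genetically altered yeast, and growth is compared with cultures given vehicle alone to give percent inhibition.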
bub3: NCI yeast anticancer drug screen, S. cerevisiae bub3 mutant strain. growth inhibition, % at 50 µM. 78,000 tested, 9.9% active;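 also: 0% = growth of vehicle-only cultures of the same strain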
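In this screen, a yeast mutant lacking normal mitotic checkpoint function is challenged with compound. Relative growth versus vehicle gives the inhibition value.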
yeast cln2 rad14: NCI yeast anticancer drug screen, S. cerevisiae cln2 rad14 strain | growth inhibition, % at 50 µM | 78,000 tested, 8.3% active | AID 165;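 also: 0% = growth of vehicle-only cultures of the same strain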
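Yeast strain cln2 rad14, bearing defects in cell cycle control and DNA repair, serves as the test system; values reflect growth inhibition compared with vehicle.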
* marks the source's active call; other numbers are inactive results; & = joins results of further samples. Rule as the data show it: active = growth inhibition above about 70%; inactive = the rest.

Below each compound: mec2-1, yeast mlh1 rad18, rad50, yeast sgs1 mgt1, bub3, yeast cln2 rad14
CC1(C)OCC(C2OC3OC(C)(C)OC3/C2=N/NC(=O)c2cc3cc(OCc4ccccc4)ccc3[nH]2)O1 (configuration not stated)
    91*, 86*, 82*, 40, 84*, 92*
CC(C)(C)C1CCC(O)CC1 (configuration not stated)
    19, 13, 20, 14, -5, 2
NCCN1CCOCC1
    -3, 8, 8, -12, -5, 3
O=C(O)CCC(C(=O)O)N1C(=O)c2ccccc2C1=O (configuration not stated)
    -42&0, -1&9, -1&9, -24&0, -48&4, -11&-30
CN(NC1=NCCO1)c1ccc2ccccc2c1
    -22, -46, -46, -16, -21, -24
COC1OC(COS(C)(=O)=O)C(OS(C)(=O)=O)C(OS(C)(=O)=O)C1OS(C)(=O)=O (configuration not stated)
    -7, 10, -3, -26, 1, -67
COc1ccc(N=C2C(=Nc3ccc(OC)cc3)N(c3ccc(OC)cc3)C(=S)N2C(=O)c2ccc(Cl)cc2)cc1
    -4, 8, 12, -37, -2, -4
Brc1ccccc1N=Nc1ccccc1Br
    4, -20, -14, 1, -8, -19
COc1ccc(CC(C)C(C)Cc2ccc(OC)c(OC)c2)cc1OC (configuration not stated)
    9, -4, 5, 2, 4, -5
O=c1[nH]ncc(=S)[nH]1
    -1, 0, -3, 0, 1, -23
O=C1CC(CC(=O)c2ccc(Br)cc2)C(=O)/C1=C(/O)c1ccc(Br)cc1 (configuration not stated)
    14, 49, 22, 37, 23, 38
CC(O)Cc1ccc2c(c1)OCO2 (configuration not stated)
    25, -27, -11, 30, -8, -22
CN(C)C1=NC(NCc2ccccc2)(N(C)C)OC(N(C)C)=N1 (configuration not stated)
    5, 16, 2, 1, 14, 9
O=c1oc2ccc(Cl)cc2c(Nc2ccccc2)c1Cl
    -7, -8, 4, -8, -4, -8
CN(C)C(CCC(=O)NC(C)(C)C)CC(=O)NC(C)(C)C (configuration not stated)
    5, -9, 0, 12, 7, -2
C=C1[C@H](OC(C)=O)[C@H]2[C@@H](OC(C)=O)[C@@H](C)C[C@]2(C)C(=O)[C@H](C)/C=C/C(C)(C)C(=O)[C@H](OCC(C)C)[C@H]1OC(C)=O
    -28, -44, -21, -23, -2, 0
CC(=O)OC1(C)C(=C(Cl)Cl)C2c3ccccc3C1c1ccccc12 (configuration not stated)
    82*, 94*, 93*, 94*, 93*, 64
O=S(=O)(OC=C1CCCCC1)C(F)(F)F
    -16, 9, 7, -7, -18, -43
CCOC(=O)c1nc2cc(F)c(N3CCOCC3)cc2[nH]c1=O
    12, 9, 5, 23, 18, 8
CCC(C)CCC/C=C/CC(=O)NC(CC(=O)O)C(=O)NC(C(=O)NC(CC(=O)O)C(=O)NCC(=O)NC(CC(=O)O)C(=O)NCC(=O)NC(C(=O)NC(C(=O)N1CCCC1C(=O)NC(C)C1NC(=O)C2CCCCN2C1=O)C(C)C)C(C)N)C(C)C(=O)O (configuration not stated)
    -42, -26, -38, -56, -30, -67
O=Nc1c(O)[nH]c2ccccc12
    -2, 33, 29, 30, 8, -7
CC(CN(CC(=O)O)CC(=O)O)N(CC(=O)O)CC(=O)O.[Cl][Pd][Cl] (configuration not stated)
    91*, 91*, 88*, 82*, 86*, 57
N=c1ccc2ccccc2n1O
    -4, -8, 11, -4, 7, -49
CC(=O)Nc1ccc(/C=C(\C#N)c2ccccc2)cc1
    16, 59, 47, 35, 26, 14
COc1ccc(Cl)cc1NC(=O)Nc1ccc(Cl)cc1[N+](=O)[O-]
    36, 4, -3, 21, 35, -21
CC(=O)c1ccc2c(c1)CC1(C2)Cc2cc3c(cc2C1)C(=O)CC3 (configuration not stated)
    8, 48, -1, 27, 61, 39
COc1ccc(C=O)cc1OCc1ccccc1
    -29, 8, -10, -3, -18, -7
C/C(=N/NC(N)=O)C(C)(OCC(C)C)c1ccccc1 (configuration not stated)
    -6, 3, 8, 3, 28, 23
Cc1ccccc1OC(=O)c1ccccc1
    3, -22, 16, 4, 10, -9
Cc1ccc(N)c(C#N)c1
    12, 5, -12, -6, -5, 1
CN(C)CC(O)CO (configuration not stated)
    -4, 22, 39, -6, 22, -45
CCCC(=O)OC1=C(OC(=O)CCC)C(=O)C(OC(=O)CCC)=C(OC(=O)CCC)C1=O
    1, 9, 8, 5, -2, 0
CC(=O)Nc1c(Cl)c(Cl)c2c(c1Cl)Cc1cc(Cl)ccc1-2
    98*, 99*, 98*, 96*, 98*, 95*
Nc1ccc(S(=O)(=O)c2ccc(NC(=O)c3cccnc3)cc2)cc1
    -1, -11, 8, -40, -19, 3
CNC(=S)N/N=C/c1nc2ccccc2c(=O)n1-c1ccc(Cl)cc1
    1, 10, 20, 37, -2, 3
c1ccc(CSc2cnnc3ccccc23)cc1
    -11, 32, 4, 6, 14, -11
CC(=O)N(C(C)=O)c1c(N)n(C)c(=O)[nH]c1=O
    -5, 8, 13, 7, 3, 14
CN(C)CCN(C)C(=O)C1CCCN1C(=O)OCc1ccccc1 (configuration not stated)
    -56, -47, -45, -54, -38, 9
COc1ccc(NC(C)=O)c(C(O)CCNC(C)=O)c1 (configuration not stated)
    -13, -28, -14, -26, -40, -8
Cc1cc(NS(=O)(=O)c2ccc(NC(=O)c3ccc(Cl)c4c(Nc5ccc(S(N)(=O)=O)cc5)c5ccccc5nc34)cc2)no1
    37, 68, 34, 34, 31, 46

6 compounds already listed, ordered by formula weight, rising:
Below each compound: mec2-1, yeast mlh1 rad18, rad50, yeast sgs1 mgt1, bub3, yeast cln2 rad14
CN(C)CC(O)CO (configuration not stated)
    -4, 22, 39, -6, 22, -45
Cc1ccccc1OC(=O)c1ccccc1
    3, -22, 16, 4, 10, -9
c1ccc(CSc2cnnc3ccccc23)cc1
    -11, 32, 4, 6, 14, -11
C/C(=N/NC(N)=O)C(C)(OCC(C)C)c1ccccc1 (configuration not stated)
    -6, 3, 8, 3, 28, 23
CC(=O)c1ccc2c(c1)CC1(C2)Cc2cc3c(cc2C1)C(=O)CC3 (configuration not stated)
    8, 48, -1, 27, 61, 39
COc1ccc(Cl)cc1NC(=O)Nc1ccc(Cl)cc1[N+](=O)[O-]
    36, 4, -3, 21, 35, -21

(continued)
Below each compound: mec2-1, yeast mlh1 rad18, rad50, yeast sgs1 mgt1, bub3, yeast cln2 rad14
CC(C)(C)NC(=O)CCCl
    14, 42, 16, 16, 2, 6
CCCCc1noc(N)c1SCC
    10, 4, 5, 1, -9, -40
O=c1[nH]c(=O)c2ncn(-c3ccc(Cl)cc3)c2[nH]1
    -21, -8, -7, 7, -24, -37
CC(=O)Oc1ccc2c(c1)CCC1C2CCC2(C)CC(OC(C)=O)CC12 (configuration not stated)
    -10, -22, 12, -19, 1, 3
Nc1c(Cl)nc(C(F)(F)F)nc1Cl
    8, -27, -6, -4, 25, -13
CC(O)CNCc1ccc(N(C)C)cc1 (configuration not stated)
    0, 14, -16, 7, -5, -9
CC1=C2CC3CCC(C)C2(CC1)C3(C)C (configuration not stated)
    3, -10, -2, -13, -8, -29
[Cl][Pt+2][Cl].[NH-]c1cc2ccccc2cc1[NH-]
    51, 76*, 64, 69, 20, 45
O=S1(=O)CC(N2CCOCC2)C2=C(O1)c1sc(-c3ccccc3)nc1CC2 (configuration not stated)
    -7, -4, -17, 15, -5, 14
COC(=O)N/N=C(/C)c1ccco1
    28, 16, 9, 4, 15, 2
CCCC(CCC)C(=O)[O-].CCCC(CCC)C(=O)[O-].CCCC(CCC)C(=O)[O-].CCCC(CCC)C(=O)[O-].[Cu+2].[Cu+2]
    13, 14, 1, -3, 20, 20
Oc1c(O)c(O)c(O)c(O)c1O
    4, -3, -5, 7, 0, -14
O=C1C2=C(Nc3cc([N+](=O)[O-])ccc3N2)OC1c1ccc(C2OC3=C(Nc4ccc([N+](=O)[O-])cc4N3)C2=O)cc1 (configuration not stated)
    29, 38, 24, 13, -4, -19
CNC(=O)OCc1c(COC(=O)NC)c(C)n(-c2ccc(Cl)c(Cl)c2)c1C
    91*, 92*, 90*, 90*, 87*, 84*
O=C(O)C(NCCCCCNC(C(=O)O)c1ccccc1)c1ccccc1 (configuration not stated)
    21, 25, 16, 16, 14, 25
COc1cc([C@@H]2OCC3C(c4ccc5c(c4)OCO5)OCC32)cc(OC)c1OC (some centres not stated)
    -17, 18, 10, 24, 43, 29
Cc1ccc(S(=O)(=O)N/N=C2/C(=N/NS(=O)(=O)c3ccc(C)cc3)C3CCC2C3)cc1
    5, -6, 7, -3, -2, -29
CCCCCCCCCCCCCC(=O)OCCCC1CCCO1 (configuration not stated)
    -14, -38, 9, 13, 11, 54
CCCCCCCCC=O
    -5, 6, 8, 13, -6, -6
[N-]=[N+]=NC1(N=[N+]=[N-])C(=O)c2cccc3c2N(CCC3)C1=O (configuration not stated)
    2, 17, 9, 11, 0, -2
Cc1ccc(C(=O)c2cccc(C)c2C(=O)O)c(C)c1
    1, 11, 13, 15, 26, 12
CN1C=CC=CC1=C1C(=O)c2ccccc2C1=O
    13, 23, 27, 17, -2, 36
O=c1[nH]c2cc([N+](=O)[O-])ccc2c2ccc(Cl)cc12
    0, 28, 57, 5, 6, 3
CCC(=O)Nc1cccc2ccccc12
    -13, -3, 5, -11, -6, -92
O=C(Nc1cccc(Cl)c1Cl)Oc1cccc2ccccc12
    5, 16, 21, 12, 24, 9
CC(Cl)(c1ccccc1)C1OCCO1 (configuration not stated)
    20, -2, 2, 8, -6, -21
COCC1C(=O)c2cc3c(cc2C12C=CC1(C=C2)OCCO1)OCO3 (configuration not stated)
    92*, 88*, 86*, 93*, 91*, 90*
CC(O)C(=O)OCCOc1ccc(Cl)cc1Cl (configuration not stated)
    10, 28, 8, 27, 31, -38
S=c1ncnc2cc3[nH][nH]cc3cc12
    2, -2, 2, -5, -8, -33
CC(C)CC(NC(=O)COc1ccccc1Cl)C(=O)O (configuration not stated)
    14&16, -13&-9, 5&-10, 7&3, 7&1, -9&-12
CCOc1cc[n+]([O-])cc1C
    -10, 13, -16, 1, -4, -8
N#Cc1nc(CC(=O)c2ccccn2)c(CC(=O)c2ccccn2)nc1C#N
    -22, -15, -20, -29, -34, -10
O=C(N/N=C/c1ccc(O)cc1)C1CCCO1 (configuration not stated)
    26, -9, 3, -1, 3, -64
CCOc1ccc(N=C(NC(=O)c2ccccc2)SC)cc1
    -1, 1, -6, 0, 10, 23
CC1(C)SSC(C)(C)SS1
    -19, 11, 10, -25, 1, -8
O=[N+]([O-])c1ccc(C2ON2c2ccccc2)cc1 (configuration not stated) (tested in a mixture with another compound)
    -1, 26, 4, 21, -7, -10
CCOC(=O)[C@@]1(C)CC(O)C(=O)N1C (some centres not stated)
    13, -41, 0, -6, -5, 3
Cc1nn(C(N)=S)c(C)c1N=Nc1cccc([N+](=O)[O-])c1
    -1, 15, 25, 18, -7, -47
CCCCCCCC(NC(C)=O)(C(=O)OCC)C(=O)OCC
    -19, -29, -9, -5, 7, -30
Cc1ccc(CNC(=O)NCCCCCCNC(=O)NCc2ccc(C)cc2)cc1
    -6, -1, -29, -10, -3, -20
O=C(NNC(=O)c1cccc2ccccc12)c1cccc(Cl)c1
    -41, -14, 4, -7, -4, 4
Cc1ccc(S(=O)(=O)N2CCN(C)CC2)cc1
    4, 12, 19, 6, 40, -1
CC(=O)Nc1ccc(S(=O)(=O)NNC(=O)C(=O)Nc2cccc(Cl)c2)cc1
    -21, -2, -12, -18, 0, 16
CCCCOC(=O)NC(=O)c1cc2cc(I)cc(I)c2oc1=O
    6, 18, 3, -8, -11, -50
CN(C)P1(=O)N(c2ccccc2)P(=O)(N(C)C)N1c1ccccc1 (configuration not stated)
    -32, -35, -12, -17, -19, -2
Nc1nc2c(C(=O)c3ccco3)nnn2c2cccc(Cl)c12
    -3, 6, 11, 12, 9, 11
CC1CCC(C)C(O)C1 (configuration not stated)
    -22, 3, -22, -19, -28, 23
Cc1ccc2[nH]ccc2c1
    -7, 10, -5, -3, -6, -23
Nc1nc(-c2ccc(S(=O)(=O)O)cc2)cc(=O)[nH]1
    -4, 16, -10, -11, -27, 17
COC(CCCNCCCC(OC)OC)OC
    -1, 8, 9, -6, 4, -36
COc1ccc(Br)cc1/C=N/N=C/c1cc(Br)ccc1OC
    -22, 23, 0, 2, 22, 21
O=C1C(=O)c2ccc3c(c2-c2cc4c(cc21)OCO4)OCO3
    -17, 18, -6, -15, -28, -6
CCN(CC)CCOC1(Cc2ccccn2)CCCCC1
    15, -10, 1, 7, 0, 21
CCOC(=O)CC(O)(c1ccccc1)c1ccccc1
    -47, -32, -31, 7, -25, 5
CS(=O)(=O)OCCN(CCOS(C)(=O)=O)c1ccc(N=Nc2ccccc2)cc1
    45, 77*, 58, 46, 39, 50

Filtered by structure, those above with a cyano group (3)
Below each compound: mec2-1, yeast mlh1 rad18, rad50, yeast sgs1 mgt1, bub3, yeast cln2 rad14
CC(=O)Nc1ccc(/C=C(\C#N)c2ccccc2)cc1
    16, 59, 47, 35, 26, 14
Cc1ccc(N)c(C#N)c1
    12, 5, -12, -6, -5, 1
N#Cc1nc(CC(=O)c2ccccn2)c(CC(=O)c2ccccn2)nc1C#N
    -22, -15, -20, -29, -34, -10

Assay outcomes from PubChem BioAssay.

Hits appear at their usual frequency; overall some 14% were active at least once.
